# Bioassay records as filed in PubChem.
# CCT modulator = changes cytosolic chaperonin activity; purified chaperonin ATPase assay, HTRF ADP detection, 30 min; activity change, % (no concentration beside the values), hits read low; actives 0.3% (n = 360,000); in the data active means activity change below about -30%; further: on the % scale 0 is the no-effect control and ±100 the full control effect
#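 Enzyme 40 or 20 nM (batch-dependent) in Tris pH 7.4/KCl/MgCl2/DTT; cpd 76 uM single point; ATP 10 uM; 30 min 37 °C; Transcreener ADP HTRF detection, 30 min RT; ratio 665/615.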
# ATXN viability = reduces viability in counter-screen for ATXN expression inhibitors | Potency, µM (titrated, usually from 56.7 µM), usual class: cytotoxic | actives 0.49% (n = 400,000) | S2 cells (HEK-293 line with an ATXN2-luciferase reporter) viability, CellTiter-Fluor protease fluorescence, 24 h; further: potency means the concentration at half of the fitted maximal effect; nearly all actives have a fitted effect of over 40% in size
# Nrf2 inh = Nrf2 pathway inhibition; A549 ARE-Fluc reporter, luciferase luminescence, 18-24 h; Potency, µM (titrated, usually from 46 µM), without a hit: top-dose activity change, negative = inhibition, most hits filed as inhibitors; actives 2.1% (n = 360,000); AID 504444; further: potency means the concentration at half of the fitted maximal effect; on the % scale 0 is the no-effect control and ±100 the full control effect; nearly all actives have a fitted effect of over 60% in size
#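 Nrf2 function is reported as luminescence of an ARE-controlled luciferase in A549 cells. Compounds were tested at several concentrations, and a CellTiter-Fluor read on the same wells flagged cytotoxicity.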
# HepG2 viability = counter-screen for TGF-b inhibitors: cytotoxicity in HepG2 cells | AID 588856 | HepG2 CAGA-GFP viability, ATP luminescence, 18 h | Potency, µM (doses to about 46.1 µM), inactives show at the highest dose activity change, negative = cytotoxicity, most hits filed as cytotoxic | actives 0.76% (n = 410,000); further: potency means the concentration at half of the fitted maximal effect; some results filed as inactive show a strong effect at the top dose
#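 CellTiter-Glo luminescence gave cytotoxicity after 18 hours at 37 degrees C. The cells were HepG2 CAGA-GFP in 1% FBS DMEM, stimulated with 500 pg/mL TGF-beta after compound addition. %Activity was normalised to no-cell wells (complete cell-killing) and DMSO (no toxicity), and curves were fitted and classified.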
# Mm-Cpn inhibitor = blocks the Methanococcus maripaludis chaperonin Mm-Cpn. actives 0.031% (n = 330,000). AID 504842. purified Mm-Cpn ATPase, ADP Transcreener TR-FRET. Potency, µM (highest dose often 76.9 µM), without a hit: top-dose activity, negative = inhibition, usual class: inhibitors; further: potency means the concentration at half of the fitted maximal effect; on the % scale 0 is the no-effect control and ±100 the full control effect; nearly all actives have a fitted effect of over 80% in size
#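 TR-FRET (320 nm excitation; 590 and 665 nm emission) reports ADP made from 10 uM ATP by 25 nM enzyme; compounds were preincubated 10 min, reaction run 30 min, both at 37°C.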
# Nrf2 activator = activates Nrf2 signaling. AREc32 ARE-luciferase reporter (MCF7-derived line), luminescence, 24 h. Potency, µM (doses to about 46.1 µM), for inactives: at the top dose activation, hits mostly activators. actives 0.31% (n = 410,000). AID 624171; further: potency means the concentration at half of the fitted maximal effect; % of control where 0% means no effect; nearly all actives have a fitted effect of over 65% in size
#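 Each well held 1000 AREc32 cells, which were incubated with compound for 24 hr at 37 deg C after overnight attachment, and ARE reporter activity was quantified by firefly luciferase luminescence.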
# A549 viability = counter-screen for Nrf2 inhibitors: cytotoxicity in A549 cells | actives 0.16% (n = 390,000) | A549 ARE-Fluc cells, CellTiter-Fluor viability, 18-24 h | Potency, µM (highest dose often 46 µM), inactives show at the highest dose activity change, negative = cytotoxicity, usual class: inhibitors; further: potency means the concentration at half of the fitted maximal effect; on the % scale 0 is the no-effect control and ±100 the full control effect
#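 A549 ARE_Fluc cells in 5% FBS OPTI-MEM were exposed to compounds in concentration-response for 18-24 h at 37 deg C. Viability was read by CellTiter-Fluor fluorescence (Ex 405/Em 525) after 30 min, before the luciferase read.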
# TGFb inhibitor = inhibitors of TGF-b signaling; Potency, µM (titrated, usually from 46.1 µM), without a hit: at the highest dose activity, negative = inhibition, most hits filed as inhibitors; actives 1.2% (n = 410,000); HepG2 CAGA-GFP TGF-b/SMAD3 reporter, GFP fluorescence, 18 h; TGF-beta stimulated, 500 pg/mL final; further: potency means the concentration at half of the fitted maximal effect; on the % scale 0 is the no-effect control and ±100 the full control effect; nearly all actives have a fitted effect of over 65% in size
#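 HEPG2 CAGA-GFP reporter cells (1000/well, DMEM with 1% FBS) received compounds, then recombinant TGF-beta at 500 pg/mL final for 18 hours at 37 degrees C. Per-cell GFP summed per well was normalised to unstimulated and stimulated DMSO controls before curve fitting.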
# Akt phos inh = Akt phosphorylation inhibition. Neuro2A IGF-stimulated pAkt S473 HTRF, 20 min; hits give low values. activity change, % for hits at 50 µM. actives 0.32% (n = 360,000). AID 651550; in the data active means activity change below about -80%; inconclusive means mostly about -51% to -80%; further: on the % scale 0 is the no-effect control and ±100 the full control effect
#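 Neuro2A cells (4,500/well, DMEM with 0.5% FBS) were treated with compound at a single 50 µM final concentration, stimulated with 6 nM IGF for 20 min at 37 °C, and lysed. Phospho-Akt Ser473 was read by HTRF as 665/615 ratio ×10^4.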
# An asterisk follows results filed as active; i = inactive; u = inconclusive; x = not tested or not shown; & = joins results of further samples. Unless noted, the call rests on the fitted dose curve; in most records, active means well fitted curve in the direction sought with a large enough effect; inconclusive means small, poorly fitted or top-dose-only effect, or another doubt; inactive means no such curve, though single readings can be large; an effect the other way counts as inactive or inconclusive. Rows were taken by chance; overall some 4.4% were active at least once.
no.	Molecule	CCT modulator	ATXN viability	Nrf2 inh	HepG2 viability	Mm-Cpn inhibitor	Nrf2 activator	A549 viability	TGFb inhibitor	Akt phos inh
1	CCOC(=O)C1CCN(C(=O)CN2C(=O)c3cccnc3Oc3ccc(C)cc32)CC1	-1.6	i	-5%	-5%	1%	-0.6%	0%	2%	i
2	Cc1cccnc1NC(=O)Nc1ccc(F)cc1	-1.3	i	u	-7%	0%	10%	-2%	4%	i
3	C[N+](C)(C)CCOP(=O)([O-])OC[C@H](O)CO	-1.2	i	-5%	3%	1%	0.2%	-1%	2%	i
4	Cc1ccc(N2C(=O)CC(Cc3ccc(Cl)cc3)C2=O)cc1 (stereo unspecified)	-0.7	i	2%	-24%	0%	0.2%	11%	2%	i
5	CCOc1cc(CNCC2CCCN2CC)cc(Cl)c1OC (stereo unspecified)	-1.4	i	-15%	5%	-5%	-0.7%	2%	9%	i
6	COc1ccc(-c2nc3ccc(C)cn3c2NCc2ccc3c(c2)OCO3)cc1	-1.5	i	u	-8%	-18%	12%	-3%	-6%	i
7	CCCN(CC(=O)Nc1ccc(F)c(F)c1F)C(=O)C1CC(=O)N(Cc2ccccc2)C1 (stereo unspecified)	-0.3	i	-5%	6%	0%	-0.8%	0%	u	i
8	O=S(=O)(c1ccc(Oc2ccc(Cl)cc2)c(S(=O)(=O)N2CCCCC2)c1)N1CCCCC1	-2.2	i	1%	-20%	-1%	0.1%	17%	0%	i
9	COc1ccc(C(C)NC(=O)Nc2ccc(C(C)=O)cc2)cc1OC (stereo unspecified)	0.8	i	12%	8%	2%	1.8%	-1%	4%	i
10	COc1ccc(C(C[N+](=O)[O-])c2c(C)cc3ccccn23)c(OC)c1 (stereo unspecified)	0.0	i	u	2%	-3%	3.6%	u	10%	i
11	COc1ccc(NC(=O)c2oc3ccccc3c2NC(=O)C2CC2)cc1	-3.4	i	u	-14%	-3%	-1.4%	-17%	16%	i
12	O=C(COC(=O)c1ccc([N+](=O)[O-])o1)NCCCc1ccccc1	-2.3	u	-3%	-36%	-2%	12%	-11%	u	i
13	CC1=C(C(=O)Nc2ccccc2)C(c2ccc[nH]2)n2ncnc2N1 (stereo unspecified)	x	x	x	8%&1%	0%	3.0%	-4%	12%	x
14	CCCCN1C(=O)C(CC(=O)NCCc2ccccn2)CC(C(=O)N(C(C)C)C(C)C)=C1C (stereo unspecified)	1.9	i	x	0%	x	-0.6%	x	1%	i
15	CC(=O)Nc1cccc(C(=O)OCC(=O)NNC(=O)c2ccc([N+](=O)[O-])cc2)c1	0.7	i	0%	0%	-2%	-0.2%	-2%	-16%	i
16	COc1ccc(S(=O)(=O)N2CCOCC2)cc1NC(=O)c1cccc(-n2cccc2)c1	1.0	i	u	-2%	-5%	-0.2%	4%	-10%	i
17	O=C(OCc1nnc(-c2ccc(Br)cc2)o1)c1ccco1	-0.4	i	1%	1%	0%	-0.6%	-2%	u	i
18	COc1cccc(C2c3c(oc4cc(C)c(C)cc4c3=O)C(=O)N2CCCN(C)C)c1 (stereo unspecified)	0.4	i	3%	-28%	0%	3.5%	-6%	2%	i
19	CCC(CO)NCc1ccccc1OC(C)C (stereo unspecified)	1.6	i	3%	9%	-4%	-0.1%	-1%	-1%	i
20	CC(C)OC(=S)N/C(=N\S(=O)(=O)c1ccccc1)c1ccccc1	-1.4	i	13%	-10%	1%	-0.3%	-7%	-15%	i
21	CCc1ccccc1NC(=O)CSc1nnc([C@@H](NC(=O)OC(C)(C)C)C(C)C)o1	0.0	i	8%	3%	1%	-1.0%	-2%	u	i
22	C=C(C)Cn1c(SCC(=O)N/N=C/c2ccccc2)nc2ccccc2c1=O	-2.0	i	-15%	-30%	1%	1.5%	12%	0%	i
23	COc1cccc(NC(=O)c2ccccc2-c2nc(-c3ccc(Cl)cc3)no2)c1	3.2	i	x	6%	-2%	11%	-5%	-3%	-109%*
24	CCCc1cc2c(=O)c(-c3ccc4c(c3)OCCO4)coc2cc1OC(=O)c1ccco1	0.1	i	12%	5%	-1%	2.9%	0%	3%	i
25	CC(C)c1nc(SCC(=O)NC2CCCC2)c2ccccc2n1	-2.6	i	-15%	-5%	-2%	0.2%	1%	-1%	i
26	FC(F)(F)c1cccc(Nc2nc(N3CCCC3)nc(N3CCCC3)n2)c1	0.6	u	-12%	-21%	0%	0.3%	-13%	-10%	i
27	CCc1ccc(NC(=O)C(=O)NCC(c2cccnc2)N2CCN(C)CC2)cc1 (stereo unspecified)	x	i	u	-42%	x	-0.4%	u	13%	x
28	CC(C)(C)CC(C)(C)c1ccc(OCC(=O)N/N=C/c2ccc(S(=O)(=O)O)o2)cc1	-1.7	i	-1%	13%	2%	-0.1%	-1%	-11%	i
29	O=C(OCn1nnc2ccccc2c1=O)c1cccnc1Cl	0.4	i	8%	4%	-9%	-0.2%	1%	3%	i
30	COc1ccccc1-c1nn2c(=O)cc(CN3CCN(C(=O)/C=C/c4ccccc4)CC3)nc2s1	x	u	x	-1%	x	13%	-14%	u	x
31	Cc1ccccc1N=C1c2cc([N+](=O)[O-])ccc2-c2ncccc21	1.0	i	8%	-39%	-1%	8.3%	0%	-2%	i
32	COC(=O)c1ccc2c(c1)NC(=O)C(N(CC(C)C)CC(C)C)S2 (stereo unspecified)	-0.3	i	14%	13%	2%	-0.2%	0%	2%	i
33	Cc1ccc(CNC(=O)C2CC2c2ccccc2)cc1 (stereo unspecified)	2.2	i	9%	3%	0%	-0.5%	11%	12%	i
34	COc1cc(NC(=O)c2ccco2)c(OC)cc1NC(=O)CCC(=O)Nc1cc(C)cc(C)c1	-3.5	u	-19%	-2%	-2%	0.6%	3%	-3%	i
35	Cc1cc(-c2csc(N)n2)c(C)n1-c1ccccc1	0.6	i	6%	-4%	-3%	1.7%	4%	-7%	i
36	Cc1onc(-c2ccccc2Cl)c1C(=O)Nc1nn[nH]n1	-3.4	i	8%	0%	-3%	-0.6%	0%	5%	i
37	Cc1cccc(N2CCN(S(=O)(=O)c3ccc4c(c3)OCCO4)CC2)c1C	1.7	i	u	1%	-1%	3.1%	1%	-1%	i
38	O=C(OCC(=O)N1CCc2ccccc21)c1cc(S(=O)(=O)N2CCOCC2)ccc1F	-2.9	i	16%	-1%	-3%	0.5%	-4%	2%	i
39	O=C(Nc1nc2c(s1)COc1ccccc1-2)c1cccs1	-0.2	i	-29%	-37%	-16%	17%	-10%	u	i
40	COc1ccc(NC(=O)COc2ccc(C(=O)NC3CCCc4ccccc43)cc2OC)cc1 (stereo unspecified)	0.6	i	13%	-1%	0%	-0.4%	-1%	0%	i

# 4 successive entries already listed, quoted:
no.	Molecule	CCT modulator	ATXN viability	Nrf2 inh	HepG2 viability	Mm-Cpn inhibitor	Nrf2 activator	A549 viability	TGFb inhibitor	Akt phos inh
21	CCc1ccccc1NC(=O)CSc1nnc([C@@H](NC(=O)OC(C)(C)C)C(C)C)o1	0.0	i	8%	3%	1%	-1.0%	-2%	u	i
22	C=C(C)Cn1c(SCC(=O)N/N=C/c2ccccc2)nc2ccccc2c1=O	-2.0	i	-15%	-30%	1%	1.5%	12%	0%	i
23	COc1cccc(NC(=O)c2ccccc2-c2nc(-c3ccc(Cl)cc3)no2)c1	3.2	i	x	6%	-2%	11%	-5%	-3%	-109%*
24	CCCc1cc2c(=O)c(-c3ccc4c(c3)OCCO4)coc2cc1OC(=O)c1ccco1	0.1	i	12%	5%	-1%	2.9%	0%	3%	i

# Taken from above:
# no. 31 in Mm-Cpn inhibitor is entered as -1%
# no. 35 in TGFb inhibitor is entered as -7%
# no. 26 in TGFb inhibitor is entered as -10%

# (further entries)
# Second line of a record: CCT modulator, ATXN viability, Nrf2 inh, HepG2 viability, Mm-Cpn inhibitor, Nrf2 activator, A549 viability, TGFb inhibitor, Akt phos inh
(41) COc1ccc(CNC(=O)c2cc3c(s2)-c2c(C)cccc2OC3)cc1
→ x, i, u, -47%, x, 3.3%, -3%, 0%, x
(42) CCCCCCc1nc(C(N)=O)c2[nH]c(=O)n(-c3ccccc3F)c2n1
→ -10, i, -6%, -4%, -5%, -0.7%, 14%, 7%, i
(43) COc1ccc(NC(=O)CSc2nnc(Cc3ccccc3)c(=O)n2N)c(OC)c1
→ -0.7, i, -13%, 4%, -2%, 0.3%, -8%, -14%, i
(44) COc1ccccc1CNC(=O)c1ccc2c(c1)N(Cc1ccc(C)cc1)CCS2
→ x, i, -16%, -12%, x, 0.9%, -18%, -13%, x
(45) CCN(CC(=O)Nc1ccccc1C(F)(F)F)C(=O)CCc1nc2ccccc2c(=O)[nH]1
→ -1.2, i, u, -3%, -3%, -0.6%, 5%, 6%, i
(46) CCn1c(SCc2cc(=O)[nH]c3ccccc23)nc2c1c(=O)n(C)c(=O)n2C
→ 1.8, i, x, -11%, x, -0.5%, 6%, -5%, x
(47) COc1ccc(CCNC(=O)CCN2C(=O)c3cccc4cccc(c34)C2=O)cc1OC
→ 0.0, i, -2%, 9%, -6%, -0.7%, 6%, -2%, i
(48) C#CCOCCOCCOCCNc1nc(N2CCN(C(=O)C(Cc3ccc(O)cc3)n3cc(C(N)C(C)CC)nn3)CC2)nc(N2CCN(C(=O)C(Cc3ccc(O)cc3)n3cc(C(N)C(C)CC)nn3)CC2)n1 (stereo unspecified)
→ -1.3, i, 0%, 0%, x, 0.4%, -6%, u, i
